TNAP act mid DEA – human TNAP enzyme activators, primary screen, biochemical, luminescent, intermediate phosphate acceptor level; Alkaline phosphatase, tissue-nonspecific isozyme (Homo sapiens), P05186; purified TNAP, CDP-star luminescence, 100 mM DEA, 30 min; active compounds read high; scale: 0 levamisole-inhibited, 1 vehicle-only enzyme; 64,000 tested, under 10 active; activation factor at 20 µM; AID 813, 2007;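 active = activation factor of at least 2 at 20 µM, relative to controls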
D1 mod – D1 CRE-luciferase signal change, two-sided – cell-based, HEK293 D1, dopamine EC30, D1 allosteric modulator project, primary screen; hit rate 5.9% among 58,000; dopamine EC30 potentiation; actives deviate in either direction; B-score at 10 µM;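 active = luminescence count or its row- and column-corrected plate score outside the 99.7% band of the plate's sample wells, on either side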
Target sequence (P21728 whole entry, looked up): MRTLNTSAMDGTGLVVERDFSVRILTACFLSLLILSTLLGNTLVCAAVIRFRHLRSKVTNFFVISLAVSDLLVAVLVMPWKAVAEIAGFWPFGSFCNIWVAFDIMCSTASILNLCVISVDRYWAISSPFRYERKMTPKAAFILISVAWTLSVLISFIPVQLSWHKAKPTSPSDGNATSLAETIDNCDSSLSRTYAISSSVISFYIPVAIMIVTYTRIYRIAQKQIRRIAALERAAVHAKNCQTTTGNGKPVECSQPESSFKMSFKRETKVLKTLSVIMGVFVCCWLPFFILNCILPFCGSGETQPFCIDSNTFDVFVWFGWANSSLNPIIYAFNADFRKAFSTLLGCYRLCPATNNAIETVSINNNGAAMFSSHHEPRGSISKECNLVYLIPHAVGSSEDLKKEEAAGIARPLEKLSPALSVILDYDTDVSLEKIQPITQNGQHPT
NADH coupling – inhibitors of PK/LDH coupling enzymes, profiling panel, artefact control, biochemical, MLSMR library | hit rate 0.02% among 65,000 | coupled PK/LDH NADH assays, four targets | IC50, µM (doses to about 10 µM), for inactives: at the top dose inhibition;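 active = single-dose screening hits from any of four coupled enzyme assays that gave an IC50 when retested across doses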;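 note: the DPM-DC format reads NADH fluorescence rather than 340 nm absorbance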
tolC growth inh – growth inhibitors of E. coli tolC mutant, primary screen, strain BW25113 ΔtolC::kan, 384-well; OD615; growth inhibition, % at 10 µM (by protocol); hit rate 2.2% among 65,000;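 active = growth inhibition at or above a cutoff equal to the mean over every tested compound plus 3 SD, cut at about 60% in these data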;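 note: growth measured after 20 h incubation at 37 °C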
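System: E. coli ΔtolC::kan strain BW25113; Buffer or medium: LB broth supplemented with 50 µg/mL kanamycin; Compound: 10 µM final, single dose; Incubation: bacterial growth with compound for 20 h at 37 °C; Signal: A615 absorbance measurement; Evaluation: growth inhibition in percent.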
Jurkat viability – cytotoxicity toward Jurkat T cells, primary screen, cytotoxicity control, cell-based, Jurkat E6.1, 60K MLSMR library; Jurkat E6.1 viability, ATP luminescence, 48 h; inhibition, % at 4 µM; hit rate 1.2% among 56,000;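 active = inhibition above the mean inhibition of all tested compounds plus 3 SD, cut at about 28% in these data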
M1 antagonist – antagonists of rat M1 muscarinic receptor; Muscarinic acetylcholine receptor M1 (Rattus norvegicus), P08482; CHO-M1 cells, Fluo-4 calcium, ACh EC80 antagonist mode; active compounds read low; B-score at 10 µM; hit rate 3.4% among 64,000; AID 628, 2007;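 active = calcium fluorescence response, raw or row-and-column corrected B-score, differing from the plate sample mean either way at a set confidence level, mostly lower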
HEK293 NFkB inh – inhibitors of PMA/ionomycin-induced NF-kB reporter, primary screen, antigen receptor NF-kB inhibitor project, cell-based, HEK-293 luciferase reporter, luminescence | AID 465, 2006 | inhibition, % at 3 µM | HEK-293 NF-kB luciferase reporter | hit rate 0.21% among 62,000;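 active = inhibition above the mean of all tested compounds plus 3 SD, cut at about 40% in these data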;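 note: 0% = stimulated DMSO wells and 100% = 10 µM reference inhibitor 5653914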
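Material: HEK-293 cells with stable firefly luciferase reporter driven by four HIV NF-kB elements / Also added: PMA plus ionomycin mix as NF-kB-activating stimulus / Compound dosing: 3 µM once, 0.30% DMSO / Times: 1 h pretreatment, 16 h stimulation, 37 °C / Signal: luminescence / Evaluation: per-plate % inhibition versus controls / Benchmarks: DMSO and 10 µM reference inhibitor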
M1 agonist – M1 muscarinic receptor agonists, primary screen, CHO-M1 cells, Fluo-4 calcium, agonist mode | hit rate 3% among 64,000 | Fluo-4 calcium fluorescence; active compounds read high | B-score at 10 µM | Muscarinic acetylcholine receptor M1;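 active = fluorescence rise, raw or as B-score row- and column-corrected plate score, outside the 99.7% band of its plate's samples, either direction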
SF-1 act – activators of human SF-1, primary screen, cell-based, CHO-K1, Gal4-SF-1 LBD, luciferase luminescence | Steroidogenic factor 1 (Homo sapiens), Q13285 | CHO-K1 Gal4-SF-1 LBD luciferase reporter; % increase over DMSO SF-1-specific signal | activation, % at 10 µM | hit rate 1.9% among 65,000 | AID 522, 2006;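 active = activation above the mean activation of all tested compounds plus 3 SD, cut at about 50% in these data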
Target sequence (Q13285 whole entry, looked up, the tested form may be a part): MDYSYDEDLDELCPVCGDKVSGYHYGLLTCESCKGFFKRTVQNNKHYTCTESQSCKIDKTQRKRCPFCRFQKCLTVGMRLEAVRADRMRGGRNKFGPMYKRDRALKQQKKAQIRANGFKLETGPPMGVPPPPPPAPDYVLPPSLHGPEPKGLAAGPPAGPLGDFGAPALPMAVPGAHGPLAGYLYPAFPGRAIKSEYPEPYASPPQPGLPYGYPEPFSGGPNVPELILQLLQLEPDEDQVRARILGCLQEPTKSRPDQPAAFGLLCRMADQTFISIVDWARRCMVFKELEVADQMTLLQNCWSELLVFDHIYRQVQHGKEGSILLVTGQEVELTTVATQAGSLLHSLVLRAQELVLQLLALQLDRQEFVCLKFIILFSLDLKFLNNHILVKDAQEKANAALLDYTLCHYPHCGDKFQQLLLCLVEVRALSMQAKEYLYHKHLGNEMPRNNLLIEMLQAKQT
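Material: CHO-K1 cells with Gal4–hSF-1 LBD chimera plus Gal4-driven luciferase / Input: 4,000 CHO-K1 cells per well / Incubation: compound exposure 20 h at 37 °C / Signal: luminescence read 15 min after SteadyLite luciferase reagent, after room-temperature equilibration / Read-out: percent activation versus DMSO / Benchmarks: DMSO negative control and −SF1 background wells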
Starred values were filed as active, the others as inactive; x = not tested or not shown; [ ] = another dose, or the depositor's remark.

SMILES	TNAP act mid DEA	D1 mod	NADH coupling	tolC growth inh	Jurkat viability	M1 antagonist	HEK293 NFkB inh	M1 agonist	SF-1 act
O=C(c1cccc2ccccc12)N1CCN(CC2CC=CCC2)CC1 (configuration not stated)	1	4.61*	15.0%	5.1	-6.0	0.979	16.5	-0.101	3.0
COCCn1c(COc2ccccc2)nnc1SCC(N)=O	1.1	-0.161	3.0%	-16.3	-10.1	0.348	7.8	-0.133	5.1
COc1ccc(CNc2ccc3cn[nH]c3c2)c(OC)c1OC	1.1	0.555	2.0%	-10.9	x	x	x	x	x
COc1ccc(CNC(=O)Cn2nc(-c3ccc4c(c3)OCCO4)ccc2=O)cc1	0.9	0.393	2.0%	-3.5	-0.3	0.775	22.4	0.00388	-12.7
COc1nc(-c2ccccc2)ccc1-c1noc(-c2ccccc2F)n1	1	0.00703	6.0%[fluoresces]	-18.4	-0.3	-0.881	1.5	0.359	-1.0
CCCNC(=O)c1[nH]c(C)c(C(C)=O)c1C	0.9	-1.1	7.0%	-24.9	-0.1	-0.344	11.3	0.045	12.5
CCOC(=O)Nc1ccc(NS(=O)(=O)c2ccc(C)cc2)cc1	0.9	1.41	5.0%	20.7	3.4	0.979	2.0	-1.48	12.1
O=C(NCC1CCS(=O)(=O)C1)Oc1ccccc1 (configuration not stated)	1	0.0125	6.0%	-10.1	-1.9	0.244	11.8	0.00695	-6.0
COc1ccc(O)c(C(=O)c2cnn(C(=O)c3cc(C)oc3C)c2)c1	0.9	0.501	9.0%	-8.2	x	1.85	4.0	0.421	3.8
CC(=O)c1cc2c(cc1NC(=O)CCn1cccc1)OCO2	0.9	1.35	4.0%	-3.0	7.2	-0.0665	16.8	0.0448	-13.3
COc1ccc(OC)c(/C=c2\sc3nc(-c4cccs4)nn3c2=O)c1	0.9	-0.0738	8.0%	2.0	2.8	0.00654	3.9	13.4*	-4.3
CCCC(=O)Nc1ccc2oc(-c3cccnc3)nc2c1	0.9	-0.593	3.0%[fluoresces]	-12.5	-0.7	-2.38*	7.8	-0.168	45.7
CSC1=C(C#N)C(C)CC(=O)N1 (configuration not stated)	0.9	x	1.0%	10.5	x	0.000257	x	-0.0338	-3.6
Cc1ccc(-c2ccc(C(=O)O)[nH]2)cc1	0.9	1.21	5.0%	-18.5	-8.5	0.421	-20.1	-0.124	19.2
O=C(Nc1ccccc1C(F)(F)F)N1CCCC(O)C1 (configuration not stated)	0.9	-0.102	5.0%	-17.9	0.6	-0.0727	26.0	-0.0771	-9.6
COc1ccc(CNC(=O)C(NS(=O)(=O)c2ccc3c(c2)CCCN3C(C)=O)C(C)C)cc1 (configuration not stated)	0.9	x	6.0%	-14.6	4.8	-0.235	1.8	1.02	12.4
CC(C)CNC(=O)C1CC(=O)OC12CCCCC2 (configuration not stated)	0.9	-0.576	3.0%	-3.5	3.1	2.06*	14.0	0.915	-4.5
CCOC(=O)N1CCN(c2nc(C)c3c(n2)CCCC3=O)CC1	1	0.193	5.0%	-6.5	6.0	0.0703	8.8	-0.727	14.1
CCOCCc1nnc(NC(=O)c2cccs2)s1	0.9	-0.0412	1.0%	5.1	6.4	-0.373	4.7	-0.132	7.0
Cn1c(SCC(=O)NCc2cccs2)nnc1-c1ccco1	1.1	-0.154	1.0%	-9.5	-5.5	-0.322	8.1	0.294	3.2
CCCNc1nc2c(c(=O)[nH]c(=O)n2C)n1Cc1ccc(F)cc1	0.9	1.51	4.0%	-6.2	-3.0	-0.0264	3.8	0.842	-16.3
COc1nc(/C(N)=N/O)nc(N2CCCCC2)n1	0.9	13*	1.0%	-14.7	2.6	1.1	17.8	-0.0344	-9.5
Cn1cc(S(=O)(=O)NCc2ccco2)c(=O)n(C)c1=O	1	-1.17	4.0%	-13.8	-4.8	0.806	2.6	-1.5	0.2
c1ccc(-c2csc3ncn4cnnc4c23)cc1	0.9	17.8*	5.0%	12.1	-2.4	0.957	-5.5	-0.452	2.2
Cc1cccc(OCC(=O)NCc2ccncc2)c1C	0.9	-0.114	5.0%	-9.9	6.6	0.596	4.3	0.169	-13.5

Other entries.
SMILES	TNAP act mid DEA	D1 mod	NADH coupling	tolC growth inh	Jurkat viability	M1 antagonist	HEK293 NFkB inh	M1 agonist	SF-1 act
CCCCn1c2nc3ccccc3nc2c2c(=N)oc(C)nc21	0.9	6.58*	5.0%[fluoresces]	18.1	x	-0.199	17.7	3.95*	11.7
COc1cccc(-c2noc(-c3cccnc3)n2)c1	0.9	-2.08	4.0%	25.3	2.4	0.223	-28.4	0.048	21.5
Cc1cc(C)n2nnnc2c1C#N	0.9	-0.465	0.0%	-9.0	2.3	0.521	-0.2	0.543	5.2
C=CCn1c(=O)c2c(C)c(C)sc2n2c(Nc3ccc(OC)cc3)nnc12	0.9	3.34*	7.0%	8.7	-2.5	0.0229	17.7	0.903	-4.7
CCOC(=O)Nc1ccc2c(c1)N(C(=O)CN1CCN3CCCC3C1)c1ccccc1CC2 (configuration not stated)	1	-0.0719	5.0%	-11.2	-2.3	-4.22*	10.4	0.0902	-2.0
COc1ccc2nc(NC(=O)c3ccc(Br)s3)sc2c1	0.9	1.54	3.0%	-4.1	1.9	0.376	-33.0	0.685	72.8*
O=c1oc2ccc3ccccc3c2cc1-c1nnc(-c2ccccc2)o1	0.9	-1.05	12.0%[fluoresces]	9.4	0.8	0.308	0.7	-1.03	47.1
CS(=O)(=O)N1CCN(C(=O)CCC2CCCC2)CC1	0.9	-0.22	14.0%	-21.3	2.6	-0.0178	2.3	-0.826	0.4
O=C1CN2C(=Nc3ccc(Br)cc3C2c2ccccc2)CCN1 (configuration not stated)	0.9	-0.0494	3.0%	0.0	11.7	0.693	18.9	-0.469	-3.0
Nc1ccc2[nH]ncc2c1	0.9	-0.755	4.0%[fluoresces]	5.1	x	0.446	x	-0.303	15.4
CCOC(=O)c1[nH]c2ccc(Br)cc2c1NC(=O)CNC	0.9	0.00562	3.0%	3.6	x	-0.391	x	-0.0199	6.2
COc1cc(CC(=O)Nc2nccs2)cc(OC)c1OC	1.1	-0.507	3.0%	-13.0	-2.0	-0.0731	1.3	-1.37	-14.1
CCc1c(C)nc(SCC(=O)c2ccc(C)c(C)c2)[nH]c1=O	0.9	0.425	9.0%	8.0	-2.1	-0.48	-3.6	-0.835	3.8
CCOCCn1c(SCCCc2ccccc2)nc2c1c(=O)[nH]c(=O)n2C	1.1	-0.463	2.0%	7.2	x	-0.749	10.9	1.48	-6.7
O=C(Nc1ccc(Cl)cc1)C1CC2CCCC(C1)C2=O (configuration not stated)	1	-0.582	4.0%	-11.8	-5.7	0.155	10.6	-1.32	9.1
N#C/C(C(=O)c1ccccc1)=C1/CCCCCN1	0.9	0.0481	7.0%	-6.3	-5.6	-2.43*	-41.3	0.567	60.7*
CCCCN(CC)S(=O)(=O)N1CCC(C(=O)NCCCN2CCOCC2)CC1	1	-0.0972	4.0%	-11.8	-4.2	-0.195	0.9	-0.653	-16.0
COc1ccc(Cl)cc1NC(=O)c1oc(C)nc1C	0.9	-0.515	10.0%	-7.9	-8.1	-0.215	14.8	-0.12	-7.0
O=C(CNC(=O)c1ccco1)OCC(=O)c1ccccc1	0.9	x	12.0%	-11.9	-7.7	0.0681	9.1	-0.583	3.4
O=C(NCc1ccco1)c1cc(-c2cccs2)on1	0.9	0.164	4.0%	-6.5	2.4	0.147	-16.6	0.44	27.8
O=C(c1cccc(S(=O)(=O)N2CCOCC2)c1)N1CCOCC1	0.9	-0.673	7.0%	-23.8	0.0	0.238	10.1	-0.145	28.2
O=C(Cc1cccs1)Nc1ccc(NC(=O)c2ccco2)cc1	0.9	-0.919	5.0%	-13.3	x	-0.0836	7.7	-0.33	36.8
O=C1c2ccccc2-c2nc3ncnn3c(-c3ccccc3Cl)c21	0.9	3.13	7.0%	-1.4	3.6	-0.844	10.4	-0.879	8.4
OC1(c2cccc(C(F)(F)F)c2)CCN(c2ccc(-c3ccccc3)nn2)CC1	0.8	-0.468	3.0%	-1.2	x	-0.023	-26.9	-0.114	38.3
CCCCOCCCn1cnc2c([nH]c3cc(OC)ccc32)c1=O	0.9	-0.00417	3.0%	3.3	9.6	-0.234	5.6	1.44	37.1

Shown as labelled records: 2 of the compounds above
Cc1cc(C)n2nnnc2c1C#N
- TNAP act mid DEA: 0.9
- D1 mod: -0.465
- NADH coupling: 0.0%
- tolC growth inh: -9.0
- Jurkat viability: 2.3
- M1 antagonist: 0.521
- HEK293 NFkB inh: -0.2
- M1 agonist: 0.543
- SF-1 act: 5.2
C=CCn1c(=O)c2c(C)c(C)sc2n2c(Nc3ccc(OC)cc3)nnc12
- TNAP act mid DEA: 0.9
- D1 mod: 3.34*
- NADH coupling: 7.0%
- tolC growth inh: 8.7
- Jurkat viability: -2.5
- M1 antagonist: 0.0229
- HEK293 NFkB inh: 17.7
- M1 agonist: 0.903
- SF-1 act: -4.7

(cont.)
SMILES	TNAP act mid DEA	D1 mod	NADH coupling	tolC growth inh	Jurkat viability	M1 antagonist	HEK293 NFkB inh	M1 agonist	SF-1 act
C=CCn1cnc2scc(-c3ccccc3)c2c1=O	0.9	10.5*	6.0%	6.3	-3.0	-0.0226	22.1	0.0604	-2.0
O=C(CCn1c(=O)oc2ccccc21)Nc1ccccc1	0.9	-0.225	3.0%	1.5	-2.4	-0.263	9.2	0.438	3.5
CCOC(=O)c1cnn(-c2ccccc2)c1NC(=O)c1ccccc1	0.9	x	0.0%	9.9	6.8	-0.0169	18.3	-0.45	48.6
COc1ccc(Nc2ncc3c(n2)CC(c2ccccc2)CC3=O)cc1 (configuration not stated)	0.9	9.79*	13.0%	x	9.3	-0.205	3.1	-1.24	-25.7
Cc1ccccc1NC(=O)C1CC(=O)N(c2ccccc2F)C1 (configuration not stated)	0.9	-0.68	4.0%	-13.6	4.0	0.811	13.1	0.178	-15.8
CC(=O)Nc1ccc(N2CCOCC2)c(C(=O)Nc2cccc(C)c2)c1	1	-0.395	8.0%	-23.4	5.9	0.0774	18.1	1.08	0.5
CC1CCC/C(=C\Nc2ccc(O)cc2)C1=O (configuration not stated)	0.9	-0.424	6.0%	-9.1	-4.2	0.269	2.9	-1.11	0.9
Cc1ccc2c(CC(=O)OCn3nnc4ccccc4c3=O)coc2c1	0.9	0.0812	3.0%	9.0	-7.0	-4.92*	19.2	-0.577	5.5
c1ccc(OCc2nnc3sc(C4COc5ccccc5O4)nn23)cc1 (configuration not stated)	1	2.19	2.0%	7.1	-0.6	0.104	1.9	-0.969	-2.7
COc1cccc(NS(=O)(=O)c2c(C)cc(C)cc2C)c1	0.9	-2.5	7.0%	22.3	4.8	-0.359	8.8	-0.0207	-29.3
C=CCn1c(SCC(=O)c2ccccc2)nnc1-c1cc2ccccc2o1	0.9	0.198	7.0%	26.5	-1.7	-0.00225	4.4	0.00513	-7.0

Screens: PubChem BioAssay, several laboratories
